High-throughput results from PubChem.
TrxR1 substrate – qHTS Assay for Substrates of Mammalian Selenoprotein Thioredoxin Reductase 1 (TrxR1): qHTS; Thioredoxin reductase 1, cytoplasmic (Rattus norvegicus), O89049; purified TrxR1 substrate turnover, NADPH consumption readout; Potency, µM (top dose mostly 114 µM), for inactives: at the highest dose activity change, negative = substrate turnover; hit rate 0.01% among 390,000; also: potency is read from the fitted curve at half-maximal effect; % is scaled to controls: 0 for no effect and ±100 for the full control effect; nearly all actives have a fitted effect of over 50% in size
Target sequence (O89049 whole entry, looked up): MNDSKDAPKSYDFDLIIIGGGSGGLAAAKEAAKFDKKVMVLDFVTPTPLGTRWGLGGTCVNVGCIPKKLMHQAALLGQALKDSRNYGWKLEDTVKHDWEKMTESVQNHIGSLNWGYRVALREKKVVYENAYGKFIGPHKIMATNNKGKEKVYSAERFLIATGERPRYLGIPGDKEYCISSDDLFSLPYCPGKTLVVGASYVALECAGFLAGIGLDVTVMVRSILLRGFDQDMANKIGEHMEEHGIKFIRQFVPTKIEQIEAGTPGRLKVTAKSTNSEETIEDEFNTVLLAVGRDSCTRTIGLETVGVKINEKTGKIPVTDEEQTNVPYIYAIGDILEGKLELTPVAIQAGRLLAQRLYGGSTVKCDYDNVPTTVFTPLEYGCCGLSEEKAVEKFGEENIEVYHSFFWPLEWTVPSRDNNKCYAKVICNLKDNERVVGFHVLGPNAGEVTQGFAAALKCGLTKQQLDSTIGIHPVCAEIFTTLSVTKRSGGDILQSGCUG
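Rat TrxR1, dispensed at 90 nM, was prereduced with 400 uM NADPH (final) for 5 min at ~22 deg C, then incubated with compound 15 min before 400 uM selenite. A first-read NADPH fluorescence drop versus no-compound background flagged substrates.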
USP1 inh – Inhibitors of USP1/UAF1: Primary Screen; AID 743255, 2014; hit rate 0.23% among 390,000; Ubiquitin carboxyl-terminal hydrolase 1 (Homo sapiens), O94782; Potency, µM (series often up to 57.1 µM), inactives show at the top dose activity change, negative = inhibition, most hits filed as inhibitors; recombinant USP1/UAF1, Ub-Rhodamine cleavage fluorescence; also: potency is read from the fitted curve at half-maximal effect; % is scaled to controls: 0 for no effect and ±100 for the full control effect; nearly all actives have a fitted effect of over 60% in size; inactives centre near -12
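USP1/UAF1 complex at 1 nM was preincubated with compound for 15 min at room temperature, then Ub-Rho substrate (150nM final) was added. Fluorescence (480/540 nm) was read kinetically, 6 reads every 60 seconds.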
IDH1 R132H inh – qHTS for Inhibitors of mutant isocitrate dehydrogenase 1 (IDH1): qHTS; Isocitrate dehydrogenase [NADP] cytoplasmic (Homo sapiens), O75874; IDH1-R132H enzyme, NADPH consumption, diaphorase/resazurin fluorescence; Potency, µM (series often up to 76.6 µM), inactives show top-dose activity change, negative = inhibition, usual class: inhibitors; hit rate 0.093% among 390,000; AID 602179, 2012; also: potency is read from the fitted curve at half-maximal effect; % is scaled to controls: 0 for no effect and ±100 for the full control effect; nearly all actives have a fitted effect of over 65% in size
Target sequence (O75874 whole entry R132H, stated change not applied): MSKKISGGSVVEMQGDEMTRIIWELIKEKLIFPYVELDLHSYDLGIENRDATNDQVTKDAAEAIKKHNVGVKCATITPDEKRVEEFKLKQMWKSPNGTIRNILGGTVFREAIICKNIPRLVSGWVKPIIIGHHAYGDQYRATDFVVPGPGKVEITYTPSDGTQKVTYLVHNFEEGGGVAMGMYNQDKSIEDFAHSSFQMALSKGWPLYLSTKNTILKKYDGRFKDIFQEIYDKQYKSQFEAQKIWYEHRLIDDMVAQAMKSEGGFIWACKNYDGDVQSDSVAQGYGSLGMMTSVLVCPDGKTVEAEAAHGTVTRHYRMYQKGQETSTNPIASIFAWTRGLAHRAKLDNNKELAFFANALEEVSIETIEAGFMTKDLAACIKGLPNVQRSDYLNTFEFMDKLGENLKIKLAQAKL
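IDH1-R132H (0.5 ug/mL) preincubated 30 min with compound, then NADPH (0.016 mM) and alpha-KG (2 mM) added; 80 min at RT, pH 7.5. Remaining NADPH coupled via diaphorase/resazurin to fluorescence (540/590 nm); concentration-response curves normalized to no-enzyme control.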
Pin1 inhibitor – qHTS Assay to Find Inhibitors of Pin1; Peptidyl-prolyl cis-trans isomerase NIMA-interacting 1 (Homo sapiens), Q13526; Pin1 FP peptide displacement, HiFluor488, 10 min; Potency, µM (top dose mostly 115 µM), for inactives: at the top dose activity, negative = inhibition, most hits filed as inhibitors; hit rate 0.009% among 390,000; AID 504891, 2011; active = well fitted inhibition curve with a large enough effect in the polarisation, with a control signal flat, not every such curve was filed as active; inconclusive = small, poorly fitted or top-dose-only effect, or effect the other way, or a change in a side signal; inactive = no such curve, though single readings can be large or run the other way; the % refers to the polarisation; also: potency is read from the fitted curve at half-maximal effect; % is scaled to controls: 0 for no effect and ±100 for the full control effect
Target sequence (Q13526 whole entry, looked up): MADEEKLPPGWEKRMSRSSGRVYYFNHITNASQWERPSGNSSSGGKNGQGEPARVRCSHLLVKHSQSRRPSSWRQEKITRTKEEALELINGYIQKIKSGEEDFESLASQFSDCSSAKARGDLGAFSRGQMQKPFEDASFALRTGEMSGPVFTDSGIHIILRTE
TRHR ag – qHTS for Small Molecule Agonists and Allosteric Enhancers of Human TRH Receptor: Primary Screen for Agonists; AID 493084, 2011; TRHR cells, calcium flux fluo-8, FDSS agonist mode; hit rate 0.18% among 360,000; activation, % at 2 µM; in the data active = activation above about 30%; also: 0% is about no effect
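Fluo-8-loaded TRHR cells; 10 s baseline, compound added, kinetic Ca2+ fluorescence read 1/s, agonist mode.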
D2 agonist – HTS Assay for Allosteric Agonists of the Human D2 Dopamine Receptor: Primary Screen for Agonists; D(2) dopamine receptor (Homo sapiens), P14416; HEK293 T-REx D2 cells, calcium flux agonist mode; activation, % at 2 µM; hit rate 0.53% among 340,000;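 active = activation over 3 SD above normal in the single-dose calcium agonist read, cut at about 30% in these data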; also: 0% is about no effect
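HEK293 Trex D2 cells, tetracycline-induced, o/n 30 C 5% CO2; no-wash Ca dye, RT 30–90 min; 10-cycle baseline, 23 nl cpd added, kinetic Ca read 180 s; agonist hits = positive Ca response.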
rTrxR1 inhibitor – qHTS Assay for Inhibitors of Mammalian Selenoprotein Thioredoxin Reductase 1 (TrxR1): qHTS | hit rate 1% among 390,000 | recombinant rTrxR1, NADPH fluorescence consumption, selenite substrate | Potency, µM (series often up to 114 µM), for inactives: at the top dose activity change, negative = inhibition, most hits filed as inhibitors | Thioredoxin reductase 1, cytoplasmic (Rattus norvegicus), O89049 | AID 588453, 2011; also: potency is read from the fitted curve at half-maximal effect; % is scaled to controls: 0 for no effect and ±100 for the full control effect; nearly all actives have a fitted effect of over 65% in size
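Rat TrxR1 (90 nM in the dispensed reagent) was pre-reduced with 400 uM NADPH for 5 min at room temperature, then incubated with compound for 15 min. After 400 uM selenite was added, NADPH fluorescence (Ex 340/Em 450 nm) was followed for 8 min.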
TRHR PAM – qHTS for Small Molecule Agonists and Allosteric Enhancers of Human TRH Receptor: Primary Screen for Enhancers. Thyrotropin-releasing hormone receptor (Homo sapiens), P34981. TRHR cells, fluo-8 calcium fluorescence, EC20 TRH enhancement. enhancement, % at 2 µM. hit rate 0.66% among 360,000; in the data active = enhancement above about 30%; also: 0% is about no effect
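TRHR-expressing cells loaded with fluo-8 calcium dye were read kinetically (ex 480/em 530) during compound addition, then stimulated with an EC20 of TRH (10 nM final). Enhancement of the Gq-mediated intracellular calcium response was scored.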
D2 antagonist – HTS Assay for Allosteric Antagonists of the Human D2 Dopamine Receptor: Primary Screen for Antagonists; HEK293 TREx D2 cells, calcium flux, dopamine EC80; inhibition, % at 10 µM; hit rate 2% among 340,000; in the data active = inhibition above about 30%; also: 0% is about no effect
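In this primary screen, negative modulation is detected by tracking calcium flux after an EC80 dopamine challenge in inducible HEK293 T-REx D2 cells preexposed to test compound for 180 s.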
Active calls of the source: *; u = inconclusive; x = no result given; & = joins results of further samples; [ ] = dose if it differs, or a comment. Unless noted, calls follow the shape of the dose curve; as a rule, active = well fitted inhibition curve with a large enough effect; inconclusive = small, poorly fitted or top-dose-only effect; inactive = no such curve, though single readings can be large or run the other way. Some of the compounds tested; the hit share may differ from the screen's.

SMILES	TrxR1 substrate	USP1 inh	IDH1 R132H inh	Pin1 inhibitor	TRHR ag	D2 agonist	rTrxR1 inhibitor	TRHR PAM	D2 antagonist
O=C(OCC(=O)N1CCN(C(=O)c2ccco2)CC1)c1cccc(S(=O)(=O)N2CCc3ccccc32)c1	-7%	-2%	16%	-4%	-0.3	-1.2	5%[57.1 µM]	16	7
COc1ccc(-n2cc(CN(C)CCO)c(-c3cccc(F)c3)n2)cc1	20%	-23%	-3%	1%	-0.3	-0.1	23%	4	6
CCN1CCN(CCC(=O)Nc2cccc(OC)c2)CC1	-9%[57.1 µM]	2%	-7%	4%	0.3	0.2	-11%[57.1 µM]	4	1
O=[N+]([O-])c1ccc(-c2nnc3cccc(Cl)n23)cc1	-2%	-19%	-4%	-14%	-0.5	0.8	9%	10	-3
CC(C)(C)OC(=O)N[C@@H](Cc1ccccc1)C(=O)N[C@@H](CO)[C@H](O)[C@@H]1C[C@@H]1C(=O)NC1CC1	-6%	-25%	9%	0%	0.7	-1.1	1%	4	12
Cc1ccc(-n2c(SCC(=O)Nc3cc(C)on3)nc3c([nH]c4ccccc43)c2=O)cc1	7%	-29%	-2%	9%	0.0	-1.5	19%	6	11
CC(C)(C)c1cc(C(C)(C)C)n(-c2ccccc2)n1	8%[57.1 µM]	-20%	4%	-6%	2.1	1.1	11%[57.1 µM]	0	-14
CCC(=O)Nc1ccccc1-c1nc2ccccc2[nH]c1=O	5%[57.1 µM]	-10%	0%	1%	0.7	0.4	14%[57.1 µM]	17	-4
CC[C@@H]1C=C(C(=O)O)[C@H](c2ccc(Cl)c(Cl)c2)N1S(=O)(=O)c1ccc(C)cc1	0%	-39%	-8%	-1%	x	x	-9%	x	x
CCOC(=O)c1ccc(S(=O)(=O)Nc2cc(S(=O)(=O)Nc3ccc(OC)cc3)ccc2O)cc1	-8%	-21%	-14%	-7%	x	x	-2%	x	x
CCOC(=O)C1=C(N)Oc2cc(C)oc(=O)c2C1c1cccnc1 (centres undefined)	11%	-1%	1%	-13%	-0.2	-1.4	23%	-7	18
COc1ccc(C(C)=O)cc1CSCC(=O)O	9%[57.1 µM]	-14%	3%	3%	-0.1	1.8	13%[57.1 µM]	1	-4
CN1CCN(CC(=O)Nc2ccccc2C(F)(F)F)CC1	2%	-11%	3%	-5%	-1.2	-2.4	21%	8	3
Cc1cc(C)c(NC(=O)Cc2ccc(-n3c(C)nc4cccnc43)cc2)c(C)c1	-9%	-17%	2%	12%	0.1	-0.4	-8%	7	x
COc1ccc(C(C)=O)cc1CSc1nc(Nc2ccc(F)c(F)c2)c2ccccc2n1	1%[57.1 µM]	u	-27%	-1%	-0.1	0.2	9%[57.1 µM]	1	x
COc1ccc(C(=O)NCc2ccc(N3CCN(C)CC3)cc2)cc1	10%[57.1 µM]	-4%	1%	-2%	-0.4	-0.3	14%[57.1 µM]	2	-2
CCC(=O)Nn1c(C)nnc1C	0%	8%	0%	-3%	0.4	x	-4%[57.1 µM]	-1	x
Cc1ccc(OCC(=O)N(c2ccc(C)cc2)S(=O)(=O)c2ccc(Cl)cc2)cc1	-1%	-6%	14%	0%	-0.2	1.2	10%	-7	x
COc1cccc(Cn2c(Oc3ccccc3)nc3c2c(=O)n(C)c(=O)n3C)c1	0%	-10%	4%	-2%	-0.5	1.4	5%	-9	15
Cc1cc2nc(-c3ccc(SCC(=O)Nc4nccs4)nc3)[nH]c2cc1C	0%	-10%	5%	33%[activator]	0.0	-0.9	14%	-4	-5

Quoted from the listing:
Result of CCOC(=O)C1=C(N)Oc2cc(C)oc(=O)c2C1c1cccnc1 (centres undefined) under IDH1 R132H inh: 1%
Result of CN1CCN(CC(=O)Nc2ccccc2C(F)(F)F)CC1 under D2 antagonist: 3

The list goes on:
SMILES	TrxR1 substrate	USP1 inh	IDH1 R132H inh	Pin1 inhibitor	TRHR ag	D2 agonist	rTrxR1 inhibitor	TRHR PAM	D2 antagonist
CNC(=O)C(NC(=O)c1ccccc1)=C(C)C	-2%	-6%	-11%	0%	0.4	0.1	-6%	-9	-7
CSc1nc2ccc(NC(=O)c3cccs3)cc2s1	-10%	-12%	10%	-3%	x	x	-10%	x	x
Cc1ccc(NC(=O)c2c(C)oc3ccc(O)c(CN4CCOCC4)c23)c(C)c1	0%	-17%	-3%	1%	-0.4	-0.6	11%	-10	x
CC(C)(C)C(=O)COC(=O)c1ccc(O)cc1	1%	-21%	8%	3%	0.0	-1.7	6%	0	1
Cc1ccc2c(c1)C(=O)C(=O)N2CC(=O)Nc1ccccc1NC(=O)c1ccccn1	-5%	-8%	1%	1%	0.1	x	10%	0	x
C(=C\c1ccccc1)/CNn1cnnc1	9%	-2%	3%	0%	-0.5	0.2	15%	1	0
Cc1cc2c(N=NC(=O)C3CC3c3ccccc3)c(O)[nH]c2cc1Br (centres undefined)	3%[57.1 µM]	3%	0%	4%	-0.2	0.8	14%	4	-7
CC(C)=CCC1=C(OCC(=O)O)C(=O)c2ccccc2C1=O	-14%	10µM*	21%	-17%	-1.2	0.5	-30%	14	9
C=C1CSc2nc3ccccc3c(=O)n21	8%[57.1 µM]	-11%	8%	-1%	0.6	0.4	17%[57.1 µM]	-3	-6
CCOC(=O)c1[nH]c2ccc(F)cc2c1NC(=O)c1ccccc1C(=O)O	25%	-21%	-4%	-7%	0.1	0.2	6%	-7	6
O=[N+]([O-])c1ccc(C(=S)N2CCCC2)cc1	14%	-18%	2%	-3%	-1.0	0.5	23%	-3	7
CC1CCC(NC(=O)C2CCN(S(=O)(=O)c3ccc4nc5c(c(C(=O)O)c4c3)CC(C)CC5)CC2)CC1 (centres undefined)	-6%	-22%	10%	0%	-0.9	-0.4	8%	-1	8
CCCN1C2=NCCN2c2ccccc21	5%[57.1 µM]	0%	5%	-4%	0.1	0.3	10%[57.1 µM]	6	-7
Cn1c(=O)oc2cc(S(=O)(=O)N3CCC(C(=O)Nc4ccc(OC(F)(F)F)cc4)CC3)ccc21	9%[57.1 µM]	-21%	-4%	6%	-1.4	0.9	20%[57.1 µM]	-2	-3
COc1cc(C(C)=O)ccc1OCC(O)CN1CCN(c2ccc(F)cc2)CC1 (centres undefined)	0%	-14%	-3%	3%	1.1	41*	5%	2	40*
Cc1nnc(NC(=O)C2CCN(S(=O)(=O)c3ccc(Cl)cc3)CC2)s1	2%[57.1 µM]	-9%	-4%	-2%	0.6	1.8	11%[57.1 µM]	-5	2
COCCCNC(=O)c1oc2ccc(S(=O)(=O)N(C)C3CCCCC3)cc2c1C	3%[57.1 µM]	-6%	4%	-12%	-0.4	-0.8	31%[activator][57.1 µM]	3	8
CCOc1ccc(Oc2ccc(Cl)cc2N)cc1	-8%	-20%	-4%	2%	-0.4	x	-2%[57.1 µM]	3	x
Cc1ccc(NC(=O)C2CCCN(S(=O)(=O)c3cccc4cccnc34)C2)cc1 (centres undefined)	-9%&-8%	-7%&-18%	-6%&-10%	-2%&4%	0.2&-0.5	-2.5&0.5	-17%&5%	4&-7	-32
Cc1ccc(Nc2nnc(SC/C(O)=C(\C#N)c3nc4ccccc4[nH]3)s2)c(C)c1	-1%	-18%	6%	33%[activator]	1.8	0.1	-13%	0	20
CCOC(=O)N/N=C\c1ccc(OC(=O)c2ccc3c(c2)OCO3)cc1	3%[57.1 µM]	-25%	7%	5%	0.1	-0.2	4%[57.1 µM]	-4	-4
COc1ccc(CNC(=O)Cc2cn(C)c3ccccc23)c(OC)c1	10%[57.1 µM]	-20%	27%	-1%	0.1	-0.2	6%[57.1 µM]	-16	5
O=C(O)CNC(=O)c1ccc(Sc2ccccc2)c([N+](=O)[O-])c1	6%[57.1 µM]	-2%	21%	-3%	-0.1	0.4	36%[activator][57.1 µM]	-2	-9
Cc1ccccc1NC(=O)CSc1ncc2c(n1)-c1ccccc1N(C)S2(=O)=O	9%[57.1 µM]	7%	5%	-4%	0.1	-0.2	13%[57.1 µM]	1	x
Cc1cccc(CN2CCc3c([nH]c4ccccc34)C2C(C)(C)C)n1 (centres undefined)	18%	-30%	-2%	-1%	0.4	-0.1	u	-10	1
COc1ccccc1CC(=O)N1CCN(c2ccccn2)CC1	13%	-13%	0%	4%	-0.5	x	1%	1	x
O=C(/C=C/c1ccccc1)NCc1ccc2c(c1)OCO2	3%	-24%	0%	-5%	-0.4	x	20%	5	x
COc1ccc(NC(=O)COc2ccc(C)nc2[N+](=O)[O-])cc1S(N)(=O)=O	3%	-5%	-7%	0%	1.2	1.1	28%	1	-38
CCCCc1c(C)[nH]c(=S)[nH]c1=O	11%[57.1 µM]	u	10%	2%	-0.7	-0.3	-10%[57.1 µM]	-4	9
Cc1cc(Nc2ccccc2)n(-c2cccc(Cl)c2)n1	-8%	-10%	3%	-2%	-0.1	-1.3	-4%	1	1
COc1ccc(-n2nc3c(c2NC(=O)c2ccccc2S(=O)(=O)C(F)F)CS(=O)(=O)C3)cc1	3%	-20%	-3%	1%	0.7	1.3	-8%	3	8
